# TDP1 block – qHTS Assay for Inhibitors of Tyrosyl-DNA Phosphodiesterase (TDP1). Tyrosyl-DNA phosphodiesterase 1 (Homo sapiens), Q9NUW8. recombinant TDP1, AlphaScreen DNA substrate cleavage. Potency, µM (highest dose often 130 µM), without a hit: at the top dose activity change, negative = inhibition, actives largely listed as inhibitors. 350,000 tested, 0.28% active. AID 485290, 2010; note: nearly all actives have a fitted effect of over 40% in size
# Target sequence (Q9NUW8 whole entry, looked up): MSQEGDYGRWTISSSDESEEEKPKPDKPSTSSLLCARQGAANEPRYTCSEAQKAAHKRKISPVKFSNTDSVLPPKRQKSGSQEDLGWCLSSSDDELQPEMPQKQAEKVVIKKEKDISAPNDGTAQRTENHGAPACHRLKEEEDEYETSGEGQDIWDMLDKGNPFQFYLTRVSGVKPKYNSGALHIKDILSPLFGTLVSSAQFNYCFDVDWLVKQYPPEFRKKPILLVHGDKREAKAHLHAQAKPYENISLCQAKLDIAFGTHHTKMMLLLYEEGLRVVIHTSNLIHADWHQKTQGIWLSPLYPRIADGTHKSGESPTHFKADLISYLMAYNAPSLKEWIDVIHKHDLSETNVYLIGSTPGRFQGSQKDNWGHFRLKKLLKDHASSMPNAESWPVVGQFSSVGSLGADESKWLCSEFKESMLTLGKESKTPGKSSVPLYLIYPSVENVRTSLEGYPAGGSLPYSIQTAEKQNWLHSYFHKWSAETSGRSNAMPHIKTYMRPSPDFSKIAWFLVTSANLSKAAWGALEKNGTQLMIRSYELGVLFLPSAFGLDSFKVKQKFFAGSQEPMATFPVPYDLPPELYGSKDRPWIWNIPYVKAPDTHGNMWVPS
#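 Tdp1 1 nM final; 15 min RT w/ cpd; substrate 15 nM, 5 min; beads 10 ug/ml, 10 min; AlphaScreen read. Neg ctrl: no enzyme.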
# N370S GC mod – qHTS Assay for Inhibitors and Activators of N370S glucocerebrosidase as a Potential Chaperone Treatment of Gaucher Disease | Lysosomal acid glucosylceramidase (Homo sapiens), P04062 | N370S GC spleen homogenate, 4MU-glucoside fluorescence | Potency, µM (series often up to 59.4 µM), for inactives: at the top dose activity change, negative = inhibition, actives largely listed as inhibitors | 330,000 tested, 0.092% active | AID 2101, 2009;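 note: 0% = full enzyme activity and -100% = no enzyme basal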
# FEN1 inhibitor – qHTS Assay for the Inhibitors of Human Flap endonuclease 1 (FEN1). Potency, µM (titrated, usually from 114 µM), for the others: top-dose activity change, negative = inhibition, most hits filed as inhibitors. AID 588795, 2011. P39748. 390,000 tested, 0.35% active. Recombinant FEN1 flap cleavage, fluorescence, 15 min; note: nearly all actives have a fitted effect of over 65% in size
# Target sequence (P39748 whole entry, looked up): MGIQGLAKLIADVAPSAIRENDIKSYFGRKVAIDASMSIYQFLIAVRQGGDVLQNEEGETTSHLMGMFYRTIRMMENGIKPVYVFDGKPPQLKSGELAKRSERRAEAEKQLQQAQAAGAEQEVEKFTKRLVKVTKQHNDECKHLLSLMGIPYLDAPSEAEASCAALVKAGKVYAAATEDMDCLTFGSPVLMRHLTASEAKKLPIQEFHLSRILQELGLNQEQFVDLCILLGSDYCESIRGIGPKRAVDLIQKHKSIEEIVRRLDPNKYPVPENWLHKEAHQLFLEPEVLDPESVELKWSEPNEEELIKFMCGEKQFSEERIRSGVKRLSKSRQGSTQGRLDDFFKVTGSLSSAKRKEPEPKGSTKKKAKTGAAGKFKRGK
#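 With each library titrated from low to high concentration, compounds met 10 nM FEN1 for 15 min at room temperature before 50 nM substrate was added; readings at 0 and 15 min fed four-parameter Hill curve fits.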
# * marks the source's active call; other numbers are inactive results; u = inconclusive; x = no result given; & = joins results of further samples; [ ] = another dose, or the depositor's remark. Calls come from the whole dose curve; as a rule, active = well fitted curve in the direction sought with a large enough effect; inconclusive = small, poorly fitted or top-dose-only effect, or another doubt; inactive = no such curve, though single readings can be large; an effect the other way counts as inactive or inconclusive. Unless noted, % is set by controls: 0 for no effect and ±100 for the full control effect; potency is the fitted concentration of half-maximal effect. Rows are unselected. Share with any hit: about 0.57%.
no. | TDP1 block | N370S GC mod | FEN1 inhibitor | SMILES
1 | x | -25% | -7% | CN1CCN(S(=O)(=O)c2cccc(C(=O)Nc3ccccc3N3CCCCC3)c2)CC1
2 | -3% | x | -19% | Cc1cc(C)cc(OCc2ccc(C(=O)Nc3ccccc3F)o2)c1
3 | 5% | 10% | 1% | COc1ccc(NS(=O)(=O)c2cccc(-c3nnc4n3CCCCC4)c2)cc1
4 | 8% | 4% | 0% | CC(=O)c1cccc(NC(=O)Nc2ccc(C(=O)N3CCCC3)cc2)c1
5 | 2% | 4% | -20% | COc1ccc(C(=O)Nc2cccc3cccnc23)cc1OC
6 | x | -13% | 5% | Cc1ccc(OC(C)C(=O)Nc2ccc3c(c2)n(C)c(=O)n3C)c(C)c1 (stereo not given)
7 | x | 4% | 0% | O=C(OCc1cccc([N+](=O)[O-])c1)c1cc2ccccc2oc1=O
8 | 5% | u | -5% | O=C(Nc1ccccc1)C1=C[C@@H](c2ccccc2)C[C@@H](OCc2ccc(CO)cc2)O1
9 | 6% | x | -8% | COc1ccc(CCNC(=O)c2ccc3c(c2)N(Cc2ccc(Cl)cc2)CCS3)c(OC)c1
10 | 5% | -16% | 47%[activator] | COc1cc(/C=C(\NC(C)=O)C(=O)Nc2cccc(O)c2)ccc1OC(C)=O
11 | -3% | u | -9% | CC(=O)c1c(C)[nH]c(C(=O)CN2C(=O)NC(C)(CCC(C)C)C2=O)c1C (stereo not given)
12 | 4% | 5% | 10% | O=S1(=O)CCC(NC(=S)NCCNC(=S)NC2CCS(=O)(=O)C2)C1 (stereo not given)
13 | 1% | 12% | -11% | O=C(Nc1ccccc1)c1cc2n(n1)C(C(F)(F)F)CC(C1CC1)N2 (stereo not given)
14 | 2% | x | 8% | CCn1cc(C(=O)N2CCN(c3cccc(C(F)(F)F)c3)CC2)c2cc(OC)c(OC)cc2c1=O
15 | x | -3% | 3% | c1ccc(CN2CCC(N3CCN(Cc4ccc5c(c4)OCO5)CC3)CC2)cc1
16 | 4% | -4% | 1% | CCCc1cc(=O)oc2cc(C)cc(OCC(=O)Nc3ccc(CN4CCOCC4)cc3)c12
17 | 3% | 19% | -11% | COc1ccc(C(=O)/C=C/c2cn(CN3CCN(C)CC3)c3ccccc23)cc1
18 | -2% | x | 4% | COc1cc(C(=O)NCc2cccs2)ccc1OCc1c(C)noc1C
19 | 4% | 3% | 2% | Nn1cc(-c2ccccc2)nc1SCC(=O)N1CCN(S(=O)(=O)c2ccc(Cl)cc2)CC1
20 | 1% | x | -12% | COc1ccc(C)cc1NC(=O)Cn1c(=O)nc(-c2ccccc2F)c2cc(Cl)ccc21

# Retrieved one by one from the list above, 4 records:
no. | TDP1 block | N370S GC mod | FEN1 inhibitor | SMILES
12 | 4% | 5% | 10% | O=S1(=O)CCC(NC(=S)NCCNC(=S)NC2CCS(=O)(=O)C2)C1 (stereo not given)
20 | 1% | x | -12% | COc1ccc(C)cc1NC(=O)Cn1c(=O)nc(-c2ccccc2F)c2cc(Cl)ccc21
16 | 4% | -4% | 1% | CCCc1cc(=O)oc2cc(C)cc(OCC(=O)Nc3ccc(CN4CCOCC4)cc3)c12
19 | 4% | 3% | 2% | Nn1cc(-c2ccccc2)nc1SCC(=O)N1CCN(S(=O)(=O)c2ccc(Cl)cc2)CC1

# More compounds
no. | TDP1 block | N370S GC mod | FEN1 inhibitor | SMILES
21 | -2% | 23% | -7% | COCCn1c(SCc2c(F)cccc2Cl)nc2c1c(=O)[nH]c(=O)n2C
22 | -2% | -10% | 2% | O=C(O)CCN1CC2([N+](=O)[O-])CC=C(OCCO)C([N+](=O)[O-])(C1)C2 (stereo not given)
23 | -2%[56.1 µM] | u | -12% | CCOC(=O)c1cnc2ccc(Cl)cc2c1NCCN(C)C
24 | 3% | 7% | -5% | O=C(NC1CCCCC1)c1ccccc1NC(=S)NC(=O)C1CCC1
25 | -5% | -7% | -7% | O=C(C1=C(O)C(=O)N(CCc2ccccc2)C1c1cccs1)c1ccco1 (stereo not given)
26 | -3% | 7% | 0% | Cc1cc(C)nc(NC(=O)Cc2cccs2)n1
27 | x | 0% | -15% | COC(=O)c1ccccc1CSc1nsc(/C=C/N(C)C)c1C#N
28 | x | 2% | -10% | O=C(O)C(Cc1ccc(O)cc1)N1C(=O)c2ccccc2C1=O (stereo not given)
29 | -3% | x | 7% | CCOc1ccc(CNC(=O)c2cc(=O)[nH]c3ccc(S(=O)(=O)N4CCCC4)cc23)cc1
30 | 1% | -19% | 14% | CSc1ccc(CCNC(=O)CCc2nnc3ccc(N4CCC5(CC4)OCCO5)nn23)cc1

# 3 of the compounds above, with values under each structure.
# Values run as follows: TDP1 block, N370S GC mod, FEN1 inhibitor
25. O=C(C1=C(O)C(=O)N(CCc2ccccc2)C1c1cccs1)c1ccco1 (stereo not given)
  -5%, -7%, -7%
26. Cc1cc(C)nc(NC(=O)Cc2cccs2)n1
  -3%, 7%, 0%
27. COC(=O)c1ccccc1CSc1nsc(/C=C/N(C)C)c1C#N
  x, 0%, -15%

# The main list resumes, starting 3 compounds before the break.
no. | TDP1 block | N370S GC mod | FEN1 inhibitor | SMILES
28 | x | 2% | -10% | O=C(O)C(Cc1ccc(O)cc1)N1C(=O)c2ccccc2C1=O (stereo not given)
29 | -3% | x | 7% | CCOc1ccc(CNC(=O)c2cc(=O)[nH]c3ccc(S(=O)(=O)N4CCCC4)cc23)cc1
30 | 1% | -19% | 14% | CSc1ccc(CCNC(=O)CCc2nnc3ccc(N4CCC5(CC4)OCCO5)nn23)cc1
31 | -2% | -7% | 12% | CCOC(=O)c1ccc2nc3c(cc2c1)CCS3
32 | 1% | 1% | 4% | C/C(=N\NC(=O)C(=O)Nc1cccc(Cl)c1)c1ccncc1
33 | 5% | 5% | -7% | COc1ccc(C2CC(c3ccccc3)=NN2C(=O)COC(=O)c2ccc(Cl)nc2)cc1 (stereo not given)
34 | 10% | -2% | -1% | COc1ccccc1OC(C)C(=O)N1CCC(Cc2ccccc2)CC1 (stereo not given)
35 | 2% | 8% | -11% | CC(C)OCC(O)CN (stereo not given)
36 | 0% | x | -19% | O=C(COc1cccc(Br)c1)Nc1ccc(Cl)c(S(=O)(=O)N2CCOCC2)c1
37 | 3% | 5% | 10% | COc1ccc(S(=O)(=O)N2CCCCC2)cc1NC(=O)c1cc(C)on1
38 | 0% | -2% | 4% | COc1cc(/C=N\NC(=O)CC(=O)NCCc2ccccc2)ccc1O
39 | 1% | 1% | -7% | O=C(C(c1ccccc1)c1ccccc1)N1CCN(Cc2ccccn2)CC1
40 | -1% | x | -3% | CCC(C)[C@@H](CN)NCC1(c2ccccc2)CC1 (stereo not given in full)
41 | -6% | -20% | -6% | CCOc1cccc(OCCCCN2CCCCC2)c1
42 | 5% | -18% | 0% | Cc1ccc(S(=O)(=O)N2CCN(C(=O)c3cccs3)CC2)cc1C
43 | 7% | 5% | 1% | COc1ccc(OC)c(S(=O)(=O)Nc2c(F)cccc2F)c1
44 | 0% | 7% | 9% | CCCCn1c(-c2ccco2)nc2ccccc2c1=O
45 | 0% | -1% | -2% | COC(=O)[C@H](C)NC(=O)NC1CCCc2ccccc21 (stereo not given in full)
46 | x | 26% | 8% | CCc1ccc(N2C(=O)C(Cl)=C(N3CCCCCC3)C2=O)cc1
47 | 2%&2% | 5% | 2%&7% | Cc1cccc(C)c1NC(=O)NCCCN1CCN(c2ccccc2)CC1
48 | x | 29% | 13% | Fc1ccccc1SCc1nnc(-c2ccccc2Br)o1
49 | 0% | 0% | 19% | Cc1ccccc1-c1nc(CN2CCC(C(=O)O)CC2)c(C)o1
50 | 4% | 10% | -6% | COc1ccc(/C(C)=N/NC(=O)c2ccc(CSc3cccc4cccnc34)cc2)cc1OC
51 | 2% | -2% | -16% | O=C(c1ccccc1Oc1ccc([N+](=O)[O-])cc1)N1CCOCC1
52 | 12% | -15% | -1% | COc1cccc(C(CNc2ccc(S(=O)(=O)N3CCN(C)CC3)cc2[N+](=O)[O-])N(C)C)c1 (stereo not given)
53 | x | -4% | -5% | Cc1cc(C)c(C(=O)Nn2c(C)nc3ccccc3c2=O)cc1C
54 | 5% | -3% | -1% | COc1cc(C(=O)N/N=C/c2sc(=O)n(-c3ccccc3)c2Cl)cc(OC)c1OC
55 | 6% | 5% | -3% | CCCc1nnc(NC(=O)CCC(=O)N2CCCCC2CC)s1 (stereo not given)
56 | -3% | -13% | -11% | COCCNC(=O)CN(c1cc(Cl)ccc1OC)S(=O)(=O)c1ccc(C)c([N+](=O)[O-])c1
57 | 6% | -38% | u | CCc1ccc(C2C(C#N)=C(N)SC(N)=C2C#N)s1
58 | 5% | x | 4% | COCCNC(=O)c1sc2nc3n(c(=O)c2c1C)CCC3
59 | 1% | -9% | -13% | CC(=O)c1cccc(NC(=O)c2ccc(N(Cc3ccc(C)cc3)S(C)(=O)=O)cc2)c1
60 | -3% | 9% | u | CCOc1ccc(-c2nc(C#N)c(NCc3ccc4c(c3)OCO4)o2)cc1
61 | -10% | 5% | -3% | COc1ccc(C(=O)N2CCC(N3CCN(c4ccccc4)CC3)CC2)cc1OC
62 | 1% | -8% | 2% | CCOC(=O)N1CCC(Nc2ccc(N3C(=O)C4CCCCC4C3=O)cc2[N+](=O)[O-])CC1 (stereo not given)
63 | 4% | 17% | -16% | COc1ccc(OCCCC(=O)Nc2ccc3c(c2)OCO3)cc1
64 | 10% | -23% | -9% | Nc1ccc(Nc2ccccc2)c(Cl)c1
65 | 0% | -1% | 18% | COc1ccc(-c2ccc(=O)n(CC(=O)NC3CCc4ccccc43)n2)cc1OC (stereo not given)
66 | 2% | -7% | -10% | O=C(c1ccc(OC2CCN(CCc3ccccc3)CC2)cc1)N1CCCCC1CCCO (stereo not given)
67 | 6% | -3% | 3% | Cc1ccc(C(=O)Cn2cc([N+](=O)[O-])nc2C)cc1
68 | 3% | -5% | -2% | O=S(=O)(N1CCCCCC1)N1CCN(S(=O)(=O)N2CCOCC2)CC1
69 | 5% | 4% | -5% | O=C(O)C1(P(=O)(c2ccccc2)c2ccccc2)CCCC1
70 | 8%[56.1 µM] | 4% | x | Cc1ccccc1CNc1ncnc2c1ncn2C1OC(CO)C(O)C1O (stereo not given)
71 | 1% | -8% | 4% | C/C(=N\NC(=O)c1nnn(-c2nonc2N)c1CN1CCc2ccccc21)c1ccccc1O
72 | 1% | x | -2% | O=C(Nc1cc(C(F)(F)F)ccc1N1CCOCC1)C1CC1
73 | 0% | -15% | 0% | CC(C)c1ccc(-c2cc(C(=O)N3CCOCC3)c3cc(Br)ccc3n2)cc1
74 | -6% | -1% | -4% | CC(=O)NC1=C(NC2CCS(=O)(=O)C2)C(=O)c2ccccc2C1=O (stereo not given)
75 | -10% | 0% | -11% | Cc1ccc(C(=O)NCCNC(=O)c2ccco2)cn1
76 | 14% | x | -12% | OCCCn1c(-c2ccc(F)cc2)csc1=Nc1ccc(F)cc1
77 | x | 3% | 2% | Cc1ccc(NC(=O)NCc2cccn2C)cc1C
78 | 0% | x | 9% | COc1cccc(N2CC(NC(=O)COc3ccc4ccccc4c3)CC2=O)c1 (stereo not given)
79 | 6% | x | 10% | COc1ccc(CNC(=O)c2cnc3sc(N4CCOCC4)nn3c2=O)cc1
80 | 1% | x | -6% | O=C(CCc1ccccc1)Nc1ccc(S(=O)(=O)NC2=NCCCCC2)cc1

# Next section
no. | TDP1 block | N370S GC mod | FEN1 inhibitor | SMILES
81 | 0% | 20% | 4% | COc1cc2cc(Br)cc(Br)c2nc1C
82 | 1% | -24% | -15% | COc1ccccc1CNC(=O)c1cc(-c2ccncc2)nc2c(Cl)cccc12
83 | 1% | x | 0% | COc1cc(NC(=O)Cn2cc(C(=O)c3ccc(F)cc3)c(=O)c3ccc(C)nc32)cc(OC)c1
84 | 0% | -5% | 8% | Cc1ccc(CNC(=O)CN(C(=O)N2CCN(C)CC2)S(=O)(=O)c2ccc(C)cc2)cc1
85 | 1% | 8% | -4% | Cc1ccc(N2C(=O)c3ccccc3NC2C(C)Cc2ccc3c(c2)OCO3)cc1 (stereo not given)
86 | 6%[56.1 µM] | 3% | 2% | CCc1ccc(NC(=O)CS(=O)CC(=O)NC(C)CCc2ccco2)cc1 (stereo not given)
87 | 0% | x | 19% | CC(C)(O)/C=C/C[C@](C)(O)C1CC[C@]2(C)C1[C@H](O[C@H]1O[C@@H](CO)[C@H](O)[C@@H](O)[C@@H]1O)CC1[C@@]3(C)CC[C@H](O)C(C)(C)C3[C@@H](O)C[C@]12C (stereo not given in full)
88 | 0%[56.1 µM] | x | 0% | Cc1ccccc1OCC(=O)OCC(=O)Nc1ccc2c(c1)OCCO2

# Screening data as filed in PubChem BioAssay.
